Screening results as filed in PubChem.
GPR35 arrestin U2OS: inhibition of zaprinast-stimulated GPR35 beta-arrestin translocation – imaging, U2OS, beta-arrestin-GFP, zaprinast agonist, primary screen (AID 2058); U2OS GPR35 beta-arrestin-GFP translocation imaging, zaprinast antagonism; higher % means a stronger effect; inhibition, % at 10 µM; hits with a dose series show IC50 in µM; 290,000 tested, 0.052% active;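 active = inhibition of at least 50% with at least 30 cells and total cytoplasm GFP at most 10,000,000; inconclusive = under 30 cells or total GFP of 10,000,000 plus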
West Nile virus CPE: West Nile virus antiviral activity, cell-based, CPE readout (AID 1621) | 290,000 tested, 0.02% active | CPE inhibition, % at 10 µM; hits with a dose series show IC50 in µM | West Nile virus-infected cells, CPE inhibition; higher % means a stronger effect; in the data active = a potency from the dose series; inconclusive = CPE inhibition mostly from about 3.7% at the one dose, without a potency; inactive = the rest, 99 in 100 with CPE inhibition below about 2.2%; also: strong numbers were not always called active
T cell modulator: T cell immune modulation candidate; 2C CD8+ T cell-vesicle binding, flow cytometry; active compounds read low; calls only at 7 µM; 330,000 tested, 0.068% active;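 active = response, share of CD8 T cells binding vesicles, and their 90th percentile fluorescence all below set limits, cut at about 80% in these data, passing the limit was not always enough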
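Assay system: 2C TCR transgenic mouse naive CD8+ T cells, MACS-purified | Read-out: CD8+ gate FL2 mean fluorescence as % of same-row positive control | Signal: High-throughput flow cytometry with anti-B7-1 and anti-CD8 staining | Timing: Binding step 1.5 h, 37 °C, antibody labelling 20 min, ice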
NTR1 ag: NTR1-driven beta-arrestin-GFP spot formation – imaging, U2OS cells, high content, primary screen (AID 493036); P30989; agonist mode; activation, % at 20 µM; 330,000 tested, 0.17% active;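 active = activation at or above 40% of the spot to cytoplasm intensity ratio, with at least 20 cells analyzed; inconclusive = wells under 20 cells, flagged as cytotoxic or low count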;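 also: 0% = DMSO without peptide and 100% = 100 nM NTR1 peptide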
Target sequence (P30989 whole entry, looked up): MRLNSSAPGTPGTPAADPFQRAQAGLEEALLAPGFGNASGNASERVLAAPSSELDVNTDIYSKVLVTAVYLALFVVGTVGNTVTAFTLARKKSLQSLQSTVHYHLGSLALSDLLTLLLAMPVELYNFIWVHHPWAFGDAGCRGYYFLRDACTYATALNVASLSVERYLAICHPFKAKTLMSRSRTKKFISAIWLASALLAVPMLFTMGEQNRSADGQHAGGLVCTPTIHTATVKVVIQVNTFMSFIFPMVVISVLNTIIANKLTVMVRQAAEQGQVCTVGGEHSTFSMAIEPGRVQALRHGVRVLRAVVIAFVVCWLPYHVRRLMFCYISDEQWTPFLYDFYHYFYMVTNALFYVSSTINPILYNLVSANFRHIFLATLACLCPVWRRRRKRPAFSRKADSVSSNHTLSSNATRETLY
KOR beta-arrestin-1: KOR agonists, beta-arrestin recruitment, primary screen, cell-based, luminescence, uHTS (AID 1777); KOR beta-arrestin recruitment, luminescence; higher % means a stronger effect; 280,000 tested, 0.02% active; one-dose activation, % at 10 µM; EC50 in µM for titrated hits; in the data active = activation above about 50%, passing the limit was not always enough; also: a part of the inactive calls stands beside numbers as strong as those of hits
KOR beta-arrestin-2: kappa opioid receptor blockers – cell-based, luminescence, uHTS (AID 1778); KOR beta-arrestin recruitment, luminescence, antagonist mode; higher % means a stronger effect; inhibition, % at 10 µM, or IC50 in µM where a hit was titrated; 290,000 tested, 0.091% active; in the data active = inhibition above about 50%; also: strong numbers were not always called active
PhoP inhibition: inhibitors of PhoP regulon expression, primary screen, Salmonella Typhimurium, GFP reporter (AID 1863); 300,000 tested, 0.16% active; inhibition, % at 50 µM, or IC50 in µM where a hit was titrated; S. Typhimurium PhoP-regulated promoter GFP reporter, 4 h; higher % means a stronger effect;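 active = inhibition over 29.93%, a cutoff 3 SD above the screen mean, later confirmed by dose response; inconclusive = inhibition over 29.93% but no dose response follow-up; inactive = inhibition at most 29.93% or unconfirmed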;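 also: 0% = low Mg2+ inducing control and 100% = high Mg2+ repressing control; strong numbers were not always called active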
GPR55 LPI antagonism: inhibition of LPI-stimulated GPR55 beta-arrestin translocation – imaging, U2OS, beta-arrestin-GFP, LPI agonist, primary screen (AID 2013) | inhibition, % at 10 µM, or IC50 in µM where a hit was titrated | 290,000 tested, 0.13% active | U2OS GPR55 beta-arrestin-GFP translocation imaging, LPI antagonism; higher % means a stronger effect;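 active = spots per cell inhibited over 60%, with over 100 cells counted and total cytoplasm intensity under 500,000; inconclusive = wells with under 100 cells, flagged as likely toxic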;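 also: U2OS cells stably carrying GPR55 and arrestin-GFP stimulated by 5 µM LPI near EC80; imaged beta-arrestin-GFP aggregate spots per cell after agonist stimulation; plate controls were LPI-stimulated DMSO wells for no effect and DMSO wells without LPI for full effect; some results filed as inactive read as strong as hits; confirmed hits need IC50 under 10 µM and bright autofluorescent wells are also inconclusive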
GPR55 beta-arrestin: GPR55 agonists via beta-arrestin recruitment, primary screen, imaging, U2OS cells, beta-arrestin-GFP redistribution (AID 1961); U2OS GPR55 beta-arrestin-GFP redistribution imaging; higher % means a stronger effect; one-dose activation, % at 10 µM; EC50 in µM for titrated hits; 290,000 tested, 0.048% active;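 active = activation above 40% with more than 50 cells counted in the well; inconclusive = wells holding fewer than 50 cells, flagged as toxic or sparse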;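 also: U2OS osteosarcoma cells stably expressing GPR55 and beta-arrestin-GFP; plate controls were DMSO negative control for no effect and LPI positive control for full effect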
T cell modulator vesicle-bound %: further read-out of T cell modulator, marked with its call; double positive events, %; measured here: CD8+ vesicle-bound cell fraction;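 binding gate set so that unloaded-vesicle control wells show 10% double positive cells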
NTR1 ag cell count 20 µM: recorded beside NTR1 ag, whose call it bears; cell count; measured here: cell count, cytotoxicity flag
Active calls of the source: *; i = inactive; ? = inconclusive; . = no result given; [ ] = remark or other dose.

The line under a structure holds: GPR35 arrestin U2OS	West Nile virus CPE	T cell modulator	T cell modulator vesicle-bound %	NTR1 ag	NTR1 ag cell count 20 µM	KOR beta-arrestin-1	KOR beta-arrestin-2	PhoP inhibition	GPR55 LPI antagonism	GPR55 beta-arrestin
(1) COc1ccc(Br)cc1CN1CCN(CCO)CC1
  8%	0.8%	i	9	-0.1	85	3.3%	0%	1%	5%	-0.3%
(2) C=CCn1c(O)c(Cc2ccc(OCC)cc2)c(=O)[nH]c1=O
  -2%	-0.5%	i	28	-0.5	71	-5.4%	11%	6%	1%	0.0%
(3) CN1CCC(N2CC3CC(C2)c2cccc(=O)n2C3)CC1 (stereo not drawn)
  19%	0.2%	i	43	-1.6	51	1.9%	11%	4%	-3%	-0.2%
(4) Cc1ccccc1C1=NCC(=S)Nc2ccc(Cl)cc21
  -8%	0.0%	i	62	1.7	51	-0.2%	-15%	2%	-1%	-0.1%
(5) CN1CCN(c2cccc3c2C(=O)c2ccccc2C3=O)CC1
  -14%	-0.9%	.	.	.	.	2.5%	15%	16%	-3%	-0.2%
(6) O=C(CCN1CCCCC1)NCC(=O)Nc1ccc(Br)cc1C(=O)c1ccccc1
  8%	3.0%	i	9	-0.5	80	3.5%	-38%	-4%	-2%	-0.1%
(7) CCCN(CCC)C1Cc2cc(OC)c(OC)cc2C1
  .	-0.2%	i	19	-1.6	76	.	.	-9%	.	.
(8) CCOC(=O)c1nsnc1NCCCl
  2%	0.0%	i	27	0.4	47	-3.0%	4%[20 µM]	-2%	-5%	-0.3%
(9) Cc1nc2ccccc2c(=O)n1-c1ccc(Br)cn1
  19%	-1.1%	i	52	1.1	50	5.7%	0%	-4%	7%	-0.2%
(10) OC(c1ccccc1)(c1ccccc1)C1CN2CCC1CC2 (stereo not drawn)
  10%	-0.6%	i	57	-2.1	91	.	3%[20 µM]	.	1%	1.4%
(11) COC(=O)C(O)(c1ccc(NC(=O)c2cccs2)cc1)C(F)(F)F (stereo not drawn)
  0%	-0.1%	i	32	1.2	54	4.0%	4%	-6%	4%	0.3%
(12) Cc1cccc(CN2CCN(CC(=O)N3CCC4(CC3)OCCO4)C2=O)c1
  1%	0.0%	i	28	0.0	73	-3.1%	-37%	-5%	8%	-0.1%
(13) Cc1ccc(-c2nc3ccccc3c(=O)n2-c2cccc(O)c2)cc1
  -14%	0.1%	i	52	2.1	56	-6.2%	-22%[20 µM]	2%	10%	0.2%
(14) CN1CCN(C(=O)COc2ccc3ccccc3c2)CC1
  -9%	-0.6%	i	33	-0.4	53	-2.8%	12%	5%	-1%	0.7%
(15) CCCCn1c(O)c(/C(CC)=N/N2CCCCC2c2cccnc2)c(=O)[nH]c1=S (stereo not drawn)
  10%	0.7%	i	0	8.4	57	-0.4%	1%	24%	30%	0.8%
(16) CS(=O)(=O)NCc1nnc2n1-c1ccc(Cl)cc1C(c1ccccc1)=NC2
  15%	0.2%	i	34	0.1	82	-2.4%	36%	5%	-2%	0.4%
(17) O=C(Cn1ncc2c3ccccc3n(Cc3ccc(F)cc3)c2c1=O)N1CCC2(CC1)OCCO2
  -7%	0.2%	i	10	1.0	45	6.1%	-21%	0%	-8%	-0.1%
(18) CCCCCc1cc(O)c2c3c(c(=O)oc2c1)CN(C)CC3
  -4%	-0.6%	i	32	2.6	39	.	0%[20 µM]	-2%	-20%	-0.1%
(19) Cc1ccsc1C(=O)C1CCCN(Cc2cnc(N)nc2)C1 (stereo not drawn)
  0%	-0.5%	i	61	1.9	40	2.9%	-6%	0%	11%	-0.2%
(20) O=C1NC(=O)N(CCNc2ncc(C(F)(F)F)cc2Cl)C(=O)C1Cc1ccc(Cl)cc1 (stereo not drawn)
  1%	1.1%	i	45	-1.1	84	8.3%	-11%	2%	7%	1.0%
(21) CCCCCc1nc2ccccc2c(=O)n1-c1ccccc1[N+](=O)[O-]
  -14%	-1.4%	i	61	-1.2	99	9.4%	7%	12%	-14%	-0.3%
(22) COc1cc(C(=O)N2C[C@H]3C[C@@H](C2)c2cccc(=O)n2C3)cc(OC)c1OC
  0%	0.4%	i	50	-0.2	93	-2.8%	-2%[20 µM]	-2%	-9%	0.2%
(23) COc1cc(OC)cc(C2(C#N)CCN(C)CC2)c1
  4%	0.8%	i	57	0.4	52	4.1%	2%	-7%	2%	1.0%
(24) CC1CN=C(NC(C)c2ccccc2)S1 (stereo not drawn)
  -14%	-0.3%	i	59	-0.5	84	-2.0%	-63%[20 µM]	-1%	-12%	-0.1%
(25) CC(C)c1ccccc1NC1=NCCCS1
  13%	0.2%	i	8	1.3	58	-1.8%	5%	1%	14%	-0.2%
(26) COc1ccc(NC(=O)c2cn(CCC#N)nc2-c2ccc([N+](=O)[O-])cc2)cc1
  -6%	1.0%	i	27	2.3	58	-5.5%	7%	1%	7%	0.6%
(27) O=C(N/N=C1/CN2CCC1CC2)c1cccc(O)c1
  7%	0.2%	i	30	-0.6	93	-3.1%	10%	-17%	-4%	-0.1%
(28) Cc1ccc2[nH]c3c(c2c1)CN(C(=O)CN1C[C@H]2C[C@@H](C1)c1cccc(=O)n1C2)CC3
  5%	-0.5%	i	26	-0.8	82	-5.7%	2%[20 µM]	6%	7%	-0.1%
(29) COc1ccc(-c2nc3ccccc3c(=O)n2-c2ccc(OC)cc2)cc1
  11%	-0.4%	i	50	2.5	63	.	-31%[20 µM]	2%	15%	-0.1%
(30) C=CCn1c(O)c(C(CC)=Nc2cc(OC)ccc2OC)c(=O)[nH]c1=O
  0%	0.0%	i	25	-0.4	70	-5.1%	17%	-10%	18%	0.0%

Next section:
The line under a structure holds: GPR35 arrestin U2OS	West Nile virus CPE	T cell modulator	T cell modulator vesicle-bound %	NTR1 ag	NTR1 ag cell count 20 µM	KOR beta-arrestin-1	KOR beta-arrestin-2	PhoP inhibition	GPR55 LPI antagonism	GPR55 beta-arrestin
(31) CN1CCN(c2ccccc2N)CC1
  -2%	-0.1%	i	40	-2.4	70	15%	-49%	-2%	4%	0.1%
(32) CN(C)CCN(CC1CCCN(Cc2ccccc2F)C1)C(=O)Cc1ccccc1F (stereo not drawn)
  6%	0.0%	i	40	.	.	-4.5%	-24%[20 µM]	4%	7%	-0.2%
(33) CC1(C)COC(Nc2ccc(Cl)cc2)=N1
  -3%	-0.2%	i	19	-0.3	69	-1.0%	-9%	3%	3%	-0.1%
(34) CCn1c(O)c(C=Nc2ccc(S(N)(=O)=O)cc2)c(=O)n(CC)c1=S
  20%	-1.1%	i	49	-0.6	75	-1.5%	-31%	-9%	-1%	-0.2%
(35) CC(N)Cc1ccccc1Sc1ccc(O)cc1 (stereo not drawn)
  12%	.	i	11	-1.5	37	3.3%	-4%	8%	18%	-0.1%
(36) COc1ccc(-[n+]2c(-c3ccccc3)cc(-c3ccc(C)cc3)cc2-c2ccccc2)cc1
  -6%	0.0%	i	18	18	51	4.5%	-35%[20 µM]	-4%	-2%	0.3%
(37) Cc1ccc(-n2nc(C)c(C3C(C#N)=C(N)Oc4c3c(=O)oc3ccccc43)c2Cl)cc1 (stereo not drawn)
  2%	.	.	.	.	.	2.7%	-67%	30%	-16%	-0.3%
(38) O=[N+]([O-])[N-][n+]1cnn(Cc2ccccc2)c1
  -8%	0.1%	i	8	0.8	24	-2.4%	-6%	2%	0%	0.4%
(39) CNc1ccc2oc(C[C@H]3O[C@@]4(CC[C@H]3C)O[C@H]([C@H](C)C(=O)c3ccc[nH]3)[C@H](C)C[C@H]4C)nc2c1C(=O)O
  8%	-1.1%	i	25	-3.8	10	-6.5%	-109%	-2%	?	21%
(40) O=C1NC(=S)N(c2ccc(Cl)cc2)C(=O)/C1=C/N1CCN(C(=O)c2ccco2)CC1
  -4%	0.0%	i	53	-1.3	53	-0.7%	2%	-29%	27%	-0.1%
(41) CCN(CC)c1ccc(N=Cc2c(O)n(-c3cc(OC)ccc3OC)c(=O)[nH]c2=O)cc1
  -9%	0.6%	i	38	0.6	49	-5.9%	5%	-24%	-8%	0.1%
(42) O=C(O)C1(c2ccc(Cl)cc2)CCC1
  -9%	0.0%	i	41	1.9	28	-1.7%	3%	-19%	5%	-0.1%
(43) COc1ccc(CC(=O)N2CCN(C)CC2)cc1OC
  2%	0.2%	i	29	-1.4	56	0.5%	-27%	0%	-6%	0.3%
(44) O=c1c2ccccc2nc(N2CCCC2)n1-c1ccc(Cl)cc1
  8%	-0.2%	i	55	1.9	71	-3.8%	-2%	8%	5%	-0.1%
(45) O=C(C1CC(=O)N(c2ccc(F)c(Cl)c2)C1)N1CCC2(CC1)OCCO2 (stereo not drawn)
  -3%	-0.8%	i	43	-0.4	50	-0.4%	-1%	1%	25%	-2.3%
(46) CC(=O)NC(Cc1ccc(N(CCCl)CCCl)cc1)C(=O)O (stereo not drawn)
  -13%	-0.2%	i	17	-0.7	50	-2.4%	-2%	-2%	-8%	-0.5%
(47) CN(C)CCOC(=O)c1cn(Cc2ccccc2)c2ccccc12
  3%	-0.2%	i	1	0.5	42	2.0%	-31%	-3%	7%	0.0%
(48) O=C(Cc1ccccc1)N1CCN(Cc2ccccn2)CC1
  -9%	.	i	56	-0.7	82	-2.4%	8%	5%	9%	0.8%
(49) Cc1cccc(N2C(=O)NC(=O)/C(=C\c3ccc(N4CCOCC4)cc3)C2=O)c1
  3%	0.1%	i	10	6.5	44	0.3%	20%	-7%	-6%	-0.1%

An excerpt; the hit share may differ from the screen's.
